AMA1 RON2 block: AMA1-RON2 (P. falciparum) interaction inhibition; AlphaScreen AMA1-biotinylated RON2 peptide binding; Potency, µM (highest dose often 58.2 µM), for inactives: at the top dose activity change, negative = inhibition, usual class: inhibitors; actives 0.2% (n = 360,000); active = well fitted inhibition curve with a large enough effect; inconclusive = small, poorly fitted or top-dose-only effect; inactive = no such curve, though single readings can be large or run the other way;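 also: potency is read from the fitted curve at half-maximal effect; 0% = vehicle wells and -100% = peptide control; nearly all actives have a fitted effect of over 45% in size; some results filed as inactive show a strong effect at the top dose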
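AMA1 (3D7) with his tag at 25 nM final met compounds first, then biotinylated RON2 peptide at 25 nM; detection used donor plus acceptor beads, 10 µg/mL apiece, read by AlphaScreen after 30 min at room temperature.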
HCMV inh: human cytomegalovirus inhibition. HFF cells, HCMV-luciferase reporter, 72 h; stronger effect = lower value. activity change, negative = inhibition, % at 57.5 µM. actives 4.5% (n = 410,000); in the data active = activity change below about -60%; inconclusive = no clear call, values can overlap the other calls; inactive = above about -39%
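HFF cells seeded 16 h at 37C, treated with compounds, infected with luciferase-reporter HCMV at MOI 1 PFU/cell; luciferase read at 72 h post infection, normalized to buffer-only and Salinomycin controls.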
* = called active by the depositor; ? = inconclusive; [ ] = remark or other dose. Unless noted, % is scaled to controls: 0 for no effect and ±100 for the full control effect.

SMILES	AMA1 RON2 block	HCMV inh
Cc1sc2ccccc2c1CNC[C@H]1O[C@@H](n2ccc(=O)[nH]c2=O)[C@H](O)[C@@H]1O	5%	8
Cc1c(C(=O)NNC(=O)c2ccccc2O)oc2ccccc12	17%	-20
CCCCCC(=O)N1C[C@H](n2cc(C3CC3)nn2)[C@@H](O)C[C@@H]1c1ccc(OC)cc1	-2%	-15
CC(C)NC(=O)c1cc(C2CCCCN2S(=O)(=O)c2ccc(F)cc2F)on1 (centres undefined)	1%	-11
O=[N+]([O-])c1cccnc1C1OCCO1	14%	-11
OC(c1ccc(F)c(F)c1)c1nc(-c2ccoc2)cs1 (centres undefined)	18%	18
COc1ccc(C(=O)NCCN2CCC(n3c(=O)[nH]c4ccccc43)CC2)cc1F	-8%	-23
O=C1O[C@@H]([C@H](O)CO)C(O)=C1O	0%	-37
Clc1ccc(-c2nnc(-c3cccc4ccccc34)o2)cc1	8%	78
Cc1cnc(C(=O)N2CCN(S(=O)(=O)c3cc(C(F)(F)F)cc(C(F)(F)F)c3)CC2)cn1	16%	0
Cc1ccc(Cc2c(-c3cccc(Cl)c3)nc3c4ccccc4ccn23)cc1	-3%	9
CC(=O)NC(c1ccc(F)c(F)c1)c1nc(-c2ccccc2)cs1 (centres undefined)	11%	7

Whole records as entered above:
CCCCCC(=O)N1C[C@H](n2cc(C3CC3)nn2)[C@@H](O)C[C@@H]1c1ccc(OC)cc1 reads AMA1 RON2 block = -2%; HCMV inh = -15
O=[N+]([O-])c1cccnc1C1OCCO1 reads AMA1 RON2 block = 14%; HCMV inh = -11
Cc1cnc(C(=O)N2CCN(S(=O)(=O)c3cc(C(F)(F)F)cc(C(F)(F)F)c3)CC2)cn1 reads AMA1 RON2 block = 16%; HCMV inh = 0

Continuation.
SMILES	AMA1 RON2 block	HCMV inh
Cc1ccc(S(=O)(=O)N2CC3(O)CN(C(=O)OC(C)C)N(C(=O)OC(C)C)CC3(OC(=O)NCc3ccccc3F)C2)cc1 (centres undefined)	0%	-2
CCC(=O)N1CCCC(C(=O)Nc2ccc3cn[nH]c3c2)CC1 (centres undefined)	-7%	1
CC(C)(C)c1ccc(CC(=O)N2CCC2(C)C(=O)Nc2cnc3ccccc3c2)cc1 (centres undefined)	-11%	?
O=P(N1CCCCCC1)(N1CCCCCC1)N1CC1	-13%	-2
COc1cc(-c2cnc3c(NC(C)=O)cc(-c4ccc(N5CCN(C)CC5)cc4)cn23)cc(OC)c1OC	-14%	?
CCOC(=O)[C@]12Cc3ccccc3[C@H]1N(Cc1ccccc1)C(=O)c1cc(OC)ccc12	-9%	12
Cc1cccnc1C1=NOC(Cc2ccccc2)C(=O)N1Cc1ccccc1F (centres undefined)	8%	9
COC(=O)c1ccc(CNC(=O)COC(=O)CNS(=O)(=O)c2ccc(C)cc2)cc1	-13%	-11
O=C(OCc1ccccc1)N1CCC2CC1c1cc(N3Cc4ccccc4-n4nncc4C3)ccc12 (centres undefined)	?	-35
CCN(CC)CCNC(=O)C(Cl)=C1C(Cl)=C(Cl)C(Cl)=C1Cl	9%	-76*
O=C(CN(c1ccccc1Cl)S(=O)(=O)c1ccccc1)NC1CC2CCC1C2 (centres undefined)	-2%	-31
COC(=O)c1ccc(NC(=O)C2CC3CCC2C3)cc1 (centres undefined)	2%	-39
COc1cc(C(=O)N2CCN(S(=O)(=O)c3ccc(Cl)cc3)CC2)ccc1OCC(=O)N1CCOCC1	0%	-8
O=C(Nc1nccs1)OCc1ccccc1	-4%	2
Cc1ccc(-c2cc(-c3ccccc3)nc(N/N=C/c3cccnc3)n2)cc1	7%	143
COc1ccc(NC(=O)c2cc(-c3cc(C)cs3)[nH]n2)cc1OC	0%	0
CCc1nc2c(OCc3ccc(C(F)(F)F)cc3)cccn2c1N(C)C(=O)c1ccc(OC)cc1	-18%	13
O=C(Nc1ccc2ccccc2c1)C(c1ccc(C(F)(F)F)cc1)n1c(=O)c(-c2cc3ccccc3[nH]2)nc2ccccc21 (centres undefined)	12%	-30
O=C1N2CCCCC1(c1ccccc1)CCCC2	1%	-8
CC1=C(C(=O)N(C(C)C)C(C)C)CC(CC(=O)NCCCCc2ccccc2)C(=O)N1CCCN1CCCC1=O (centres undefined)	-1%	-1
COC(C[C@@H]1O[C@@H]1C(=O)[C@@H](C)OCc1ccccc1)OC	4%	-20
O=C1[C@H](Cc2ccccc2)NCC=CC[C@H](c2ccc(Cl)cc2)N1Cc1ccc(Cl)cc1	-9%	-23
COc1ccccc1-c1cc2nc(NCCc3ccc(S(N)(=O)=O)cc3)ccn2n1	-1%	-15
CC(C)c1ccc(NC(=O)Nc2nc(C(N)c3ccccc3)cs2)cc1 (centres undefined)	65%[activator]	-15

Filtered by structure, the compounds so far containing a furan ring, fused or not
SMILES	AMA1 RON2 block	HCMV inh
Cc1c(C(=O)NNC(=O)c2ccccc2O)oc2ccccc12	17%	-20
OC(c1ccc(F)c(F)c1)c1nc(-c2ccoc2)cs1 (centres undefined)	18%	18

Next results:
SMILES	AMA1 RON2 block	HCMV inh
COC[C@@H]1CCCN1[C@@H]1CS(=O)(=O)N[C@H]1COCc1ccccc1	7%	-8
N=c1c2ccccc2nc2n1CCCCC2	17%	-11
COc1ccc(C(=O)OCC(=O)NC2CC2)cc1	19%	-4
CC1=NN(c2ccccc2C)C(=O)C1	-2%	47
COc1ccc(CCn2nnc3ccccc3c2=O)cc1OC	0%	7
CC1CN(c2nc3c(c(=O)n(C)c(=O)n3C)n2Cc2c(Cl)cccc2Cl)CC(C)O1 (centres undefined)	-17%	-21
CC(CNCCCn1ccc(NC(=O)OCc2ccccc2)nc1=O)c1ccccc1 (centres undefined)	-2%	-13
CC1(c2nnc(Cc3ccccc3)o2)CC(c2c(Cl)cccc2Cl)=NO1 (centres undefined)	-2%	-14
NC(c1ccc(F)c(F)c1)c1nc(-c2cncnc2)cs1 (centres undefined)	-3%	12
COC(=O)C[C@H]1C=C[C@@H](NC(=O)Nc2c(C)noc2C)[C@@H](CO)O1	-1%	-6
Cn1c(=O)c2cc(NC(=S)NC3CC3)ccc2n1Cc1ccccc1	4%	?
CCn1c(SCc2ccccc2)nc2ccccc2c1=O	24%	?
CNc1nc(Oc2ccc3sc(C)nc3c2)c2sccc2n1	-8%	?
COc1ccc(-c2ccc3c(c2)O[C@H](CN(C)C(=O)Nc2ccccc2F)[C@@H](C)CN([C@H](C)CO)S3(=O)=O)cc1	-8%	-15
Cc1cc2c(cc1C)-n1nnnc1C(N1CCN(C(=O)OCc3ccccc3)CC1)C(=O)N2 (centres undefined)	-1%	-32
Cc1c(C(=O)NCc2ccc3c(c2)OCO3)sc(=O)n1Cc1ccc(S(C)(=O)=O)cc1	5%	?
COC(=O)[C@@]12C[C@@H](CC(=O)NCCc3ccccc3OC)C(=O)N(CCc3ccc(OC)c(OC)c3)C1=CCC(C)(C)C2	1%	13
COc1cc(CN2C[C@@H](CO)O[C@@H](n3cnc4c(NC5CCC5)ncnc43)C2)cc(OC)c1OC	-11%	34
CC(C)(C(=O)c1ccccc1)/[N+]([O-])=C/c1ccccc1F	0%	-19
CCCCCCCCCc1conc1C(=O)CP(=O)(OC)OC	3%	-5
C[C@@H]1CN([C@H](C)CO)C(=O)c2c(c3ccccc3n2C)-c2ccccc2CO[C@H]1CN(C)C(=O)NC1CCCCC1	7%	48
O=C(c1ccc(Cl)cc1)C1CCN(C(=O)c2ccccc2F)CC1	3%	4
CN1C(=O)[C@H]2[C@@H](c3ccc(C(F)(F)F)cc3)N[C@]3(CCCN(Cc4ccco4)C3=O)[C@H]2C1=O	-1%	11
COc1cc(-c2coc3c(C(=O)NCc4ccc(C(F)(F)F)cc4)cccc23)ccc1O	-11%	4

Part of the list above in order of length of the SMILES, high to low:
SMILES	AMA1 RON2 block	HCMV inh
CN1C(=O)[C@H]2[C@@H](c3ccc(C(F)(F)F)cc3)N[C@]3(CCCN(Cc4ccco4)C3=O)[C@H]2C1=O	-1%	11
CC(C)(C(=O)c1ccccc1)/[N+]([O-])=C/c1ccccc1F	0%	-19
CNc1nc(Oc2ccc3sc(C)nc3c2)c2sccc2n1	-8%	?

Later entries:
SMILES	AMA1 RON2 block	HCMV inh
COc1cccc(C=NNC(=O)c2ccncc2)c1O	-15%	6
CCOC(=O)c1cc2ccccc2n1C1CCN(Cc2ccccc2)CC1	?	-13
CCN(CC)C(=O)C1=C(C)N(CCC2=CCCCC2)C(=O)C(CC(=O)NCC2CCCCC2)C1 (centres undefined)	3%	3
CCCNC(=O)c1cc(C2CCCCN2C(=O)OCCF)on1 (centres undefined)	9%	8
COC(=O)[C@H]1C[C@@]2(O)CN(S(=O)(=O)c3ccc(C)cc3)C[C@@]2(OC(=O)NCc2ccccc2)C[C@H]1C(=O)OC	2%	-18
CC(C)Oc1ccc(CN2CCC2(C)C(=O)Nc2ccc(Cl)c(Cl)c2)cc1 (centres undefined)	6%	-22
CCCCN1CC[C@H]2C=CC[C@@H](C(=O)NCCc3ccccc3)[C@H]2C1=O	10%	-8
CCOC1=C2[C@H](c3ccccc3F)N(S(=O)(=O)c3ccc(C)cc3)C[C@H]2n2c(=O)n(-c3ccccc3)c(=O)n2C1	-5%	10
O=C(/C=C/c1ccccc1)CCN1CCCCC1	-4%	-37
Cc1cccc(NC(=O)CNC(=O)[C@H]2O[C@@H](n3ccc(=O)[nH]c3=O)[C@H](O)[C@@H]2O)c1C	0%	28
Cc1ccc(Nc2nc(NCc3cccs3)nc3ccsc23)c(C)c1	-21%	?
CC(=O)Nc1ccc(-c2ccnc3c2CC(C)(C(=O)Nc2ccccc2)O3)cc1 (centres undefined)	-22%	-20
CC1CCC(NC(=O)c2cccn2C)CC1 (centres undefined)	-19%	-4
O=C(C(=Cc1ccc(F)cc1)C(=O)c1ccccc1)c1ccccc1	137%[activator]	31
C=CCOc1ccccc1/C=c1\sc2nc(-c3oc4ccccc4c3C)nn2c1=O	7%	13
Cc1c(C(=O)NCCC#N)sc(=O)n1Cc1ccc(F)cc1	-5%	-36
CC1(C(=O)NS(=O)(=O)c2ccc(Br)cc2)CCN1C(=O)CCc1ccccc1 (centres undefined)	41%[activator]	3
CC1(C(=O)NCc2cccc(C(F)(F)F)c2)CCN1Cc1cc2ccccc2o1 (centres undefined)	-2%	-18
CCOCCCn1c(SCC(=O)Nc2oc(C)c3c(C)n[nH]c(=O)c23)nc2ccccc2c1=O	-19%	-11
Cc1nc2cc(OC3(C)CCN(Cc4ccc(OC(F)(F)F)cc4)C3)ccc2s1 (centres undefined)	-15%	3
CC1=C(n2ccnc2)CCC1=O	10%	15
CCOC(=O)N(C)c1c(CC)nc2c(OCc3ccc(F)cc3)cccn12	8%	-1
C[C@H](CO)N1C[C@H](C)[C@H](CN(C)S(=O)(=O)c2ccccc2)OCc2cnnn2CCCC1=O	-6%	-13
Clc1ccc(SCc2cc(Cl)nc(-c3ccccc3)n2)cc1	67%[activator]	-8
O=C(NCC1CC1)c1cc2c(c(-c3cccc(-c4ccccc4F)c3)n1)[C@H](CCO)N(C(=O)CC1CC1)C2	-10%	-11
COc1ccc(-c2nc3ccc(Br)cn3c2Cc2ccccc2)cc1OC	-6%	-65*
Cn1nc(C2CC2)cc1NC(=O)C1(C)CCN1C(=O)CCc1ccccc1 (centres undefined)	-3%	-10
O[C@H]1C[C@H](c2ccccc2)N(CC2CCCCC2)C[C@@H]1n1cc(-c2ccc(F)cc2)nn1	-4%	-101*
CCOC(=O)C1=C[C@@H](C(C)(C)C)N(S(=O)(=O)c2ccc(C)cc2)[C@H]1c1ccc(F)cc1	-15%	?
CCOc1ccccc1OCCCC(=O)Nc1cc(S(=O)(=O)N2CCCCC2)ccc1C	-6%	?
Cc1ccccc1S(=O)(=O)N1C[C@H]2CON(C)[C@H]2C[C@H]1c1cccc(Br)c1	-12%	-24
CC(=O)C1=CCC(c2ccccc2)N(S(C)(=O)=O)C1 (centres undefined)	12%	-21
C#CCN(C[C@@H]1[C@@H](OC(=O)NCc2ccccc2F)[C@@H](OC(=O)NCc2ccccc2F)Cn2c(=O)ccc(=O)n21)S(=O)(=O)c1ccc(C)cc1	-12%	-100*
C#CCN(C[C@H]1[C@H](OC(=O)NCc2ccccc2F)[C@H](OC(=O)NCc2ccccc2F)C[C@H]2C(=O)N(c3ccccc3)C(=O)[C@@H]12)S(=O)(=O)c1ccc(C)cc1	5%	-5
Cc1cc(C)n2c(NCc3ccccc3)c(-c3cc4ccccc4o3)nc2n1	4%	46
C#CCN1C=CC(=O)[C@@H](OC(=O)Nc2ccc(C)cc2)[C@H]1c1ccccc1Br	0%	-19
Cc1cc2nc(-c3ccccc3)c(Cc3ccccc3)n2c(C)c1Br	-13%	2
COc1ccc(-n2cnnc2SCC(=O)NC2CC2)cc1	-6%	-20
COCCCN1C(=O)C(CC(=O)NCCN2CCOCC2)CC(C(=O)N(C(C)C)C(C)C)=C1C (centres undefined)	21%	4
COc1ccccc1Nc1ccc2c(O)cc(S(=O)(=O)O)cc2c1	20µM*	9
COc1cccc(C(c2nnnn2Cc2ccccc2)N2CCC3(CC2)C(=O)NCN3c2ccccc2)c1OC (centres undefined)	-25%	-28
Cc1nccn1CCC(=O)NC1CC(C)(C)Cc2c1cnn2-c1ccccc1 (centres undefined)	5%	-20
COc1cccc(C(C)(O)c2nc(-c3ccccc3C)cs2)c1 (centres undefined)	7%	-34

Assay outcomes: PubChem, National Center for Advancing Translational Sciences (NCATS)

The list is partial; rates above refer to the full screens.
